# Screening results: PubChem BioAssay, Fisher Drug Discovery Resource Center
# mcGAS lum = blocks mouse cGAS activity; recombinant cGAS, Kinase-Glo ATP depletion luminescence; Q8C6L5; 160,000 compounds, 0.15% hits; AID 1259399; inhibition, % at 12.5 µM;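 note: 0% = negative control wells and 100% = reference inhibitor with no enzyme activity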
# NPYLR7 agonist = activates Aedes aegypti NPYLR7 receptor; HEK293T NPYLR7/Galpha15, GCaMP6s calcium fluorescence; activation, % at 10 µM; 270,000 compounds, 0.15% hits; in the data active = activation above about 40%;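 note: 0% = vehicle and 100% = reference agonist at the receptor; some compounds past the cut are filed as inactive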
# hcGAS inh = inhibitors of human cGAS; recombinant h-cGAS, ATP depletion, Kinase-Glo luminescence; inhibition, % at 12.5 µM; 290,000 compounds, 0.081% hits; AID 1259398;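 note: 0% = vehicle reaction and 100% = reaction without DNA for no activity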
# Target sequence (Q8N884 whole entry, looked up): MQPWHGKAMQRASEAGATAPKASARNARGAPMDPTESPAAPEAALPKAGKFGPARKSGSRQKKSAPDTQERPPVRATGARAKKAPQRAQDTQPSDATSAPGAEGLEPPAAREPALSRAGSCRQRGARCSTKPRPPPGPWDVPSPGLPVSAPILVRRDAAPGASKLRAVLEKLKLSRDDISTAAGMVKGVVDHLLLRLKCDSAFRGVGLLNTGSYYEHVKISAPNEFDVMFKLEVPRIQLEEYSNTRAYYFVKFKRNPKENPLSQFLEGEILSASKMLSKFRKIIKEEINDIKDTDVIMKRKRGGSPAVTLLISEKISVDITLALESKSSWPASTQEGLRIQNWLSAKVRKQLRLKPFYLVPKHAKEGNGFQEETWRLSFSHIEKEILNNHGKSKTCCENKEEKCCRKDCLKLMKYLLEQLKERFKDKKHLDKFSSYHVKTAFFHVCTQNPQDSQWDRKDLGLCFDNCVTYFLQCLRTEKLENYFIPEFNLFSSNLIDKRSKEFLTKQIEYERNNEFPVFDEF
# * hit, by the source's call; / = not tested or not shown; & = joins results of further samples. Cut-off read from the data, not from the text of the source, unless noted: active = inhibition above about 40%; inactive = the rest.
# Start of the data: the first eleven entries as a preview:
1	C#CCSc1nnc(-c2ccccc2)c(=O)[nH]1
2	CCOCCCn1c(SCc2cc(OC)c(OC)cc2F)nc2cc(S(=O)(=O)N3CCOCC3)ccc21
3	Cc1ccccc1-c1cnnc(NCC2CCCCO2)n1 (configuration not stated)
4	Cc1[nH]c(=O)sc1C(=O)NCc1cccc(C(F)(F)F)c1
5	O=c1oc2ccccc2cc1-c1nnc(Nc2ccc(Cl)cc2Cl)s1
6	CC1(C(=O)NCc2ccc(Cl)cc2)CCN1C(=O)Cc1ccc(Cl)cc1Cl (configuration not stated)
7	CC1C(=O)N(c2ccc(Br)cc2)CCN1Cc1ccccc1F (configuration not stated)
8	COC(=O)Nc1nc2ccc(C(=O)c3ccccc3)cc2[nH]1
9	CCOC(=O)CNC(=O)CSc1ccc2nnc(CCNC(=O)c3ccc(F)cc3)n2n1
10	CCOC(=O)c1nn(-c2ccc(F)cc2)c(=O)c2c(NC(=O)COc3ccccc3)scc12

Screen / compound no.,1,2,3,4,5,6,7,8,9,10
mcGAS lum,/,-3.2,-1.1,/,-4.4,-4.1,-3.5,-5.7,-7.7,-7.8
NPYLR7 agonist,7.9,25.3,-2.9,9.5,-4.9,13.2,1.0,-2.7&-6.0&0.7,5.3,5.0
hcGAS inh,19.2,-4.2,-1.6,-6.3,-1.5,-7.7,-2.8,-6.6&-2.8&0.0,-6.8,-8.7

11	CSc1cccc(NC(=O)Cc2csc(N3CCCC3=O)n2)c1

Screen / compound no.,11
mcGAS lum,-5.1
NPYLR7 agonist,5.8
hcGAS inh,-9.5

# Main list, from the start:
1	C#CCSc1nnc(-c2ccccc2)c(=O)[nH]1
2	CCOCCCn1c(SCc2cc(OC)c(OC)cc2F)nc2cc(S(=O)(=O)N3CCOCC3)ccc21
3	Cc1ccccc1-c1cnnc(NCC2CCCCO2)n1 (configuration not stated)
4	Cc1[nH]c(=O)sc1C(=O)NCc1cccc(C(F)(F)F)c1
5	O=c1oc2ccccc2cc1-c1nnc(Nc2ccc(Cl)cc2Cl)s1
6	CC1(C(=O)NCc2ccc(Cl)cc2)CCN1C(=O)Cc1ccc(Cl)cc1Cl (configuration not stated)
7	CC1C(=O)N(c2ccc(Br)cc2)CCN1Cc1ccccc1F (configuration not stated)
8	COC(=O)Nc1nc2ccc(C(=O)c3ccccc3)cc2[nH]1

Screen / compound no.,1,2,3,4,5,6,7,8
mcGAS lum,/,-3.2,-1.1,/,-4.4,-4.1,-3.5,-5.7
NPYLR7 agonist,7.9,25.3,-2.9,9.5,-4.9,13.2,1.0,-2.7&-6.0&0.7
hcGAS inh,19.2,-4.2,-1.6,-6.3,-1.5,-7.7,-2.8,-6.6&-2.8&0.0

9	CCOC(=O)CNC(=O)CSc1ccc2nnc(CCNC(=O)c3ccc(F)cc3)n2n1
10	CCOC(=O)c1nn(-c2ccc(F)cc2)c(=O)c2c(NC(=O)COc3ccccc3)scc12
11	CSc1cccc(NC(=O)Cc2csc(N3CCCC3=O)n2)c1
12	COC(=O)c1cccc(OCC(O)Cn2c(C)[n+](C)c3ccccc32)c1 (configuration not stated)
13	COCCn1cc(C(=O)N2CCc3ccccc3C2)c2nn(-c3ccccc3)c(=O)c-2c1
14	CCN(Cc1ccc(Cl)s1)C(=O)C1CC(=O)N(C2CCS(=O)(=O)C2)C1 (configuration not stated)
15	CCOC(=O)c1ccc(OC2CC3CCC(C2)N3C(=O)c2ccc(CSc3nncn3C)cc2)cc1 (configuration not stated)
16	Cc1nc(C(=O)N2CCCC(CCC(=O)N3CCN(c4ccccn4)CC3)C2)cs1 (configuration not stated)

Screen / compound no.,9,10,11,12,13,14,15,16
mcGAS lum,-7.7,-7.8,-5.1,/,-7.9,/,-4.1,/
NPYLR7 agonist,5.3,5.0,5.8,3.4,5.6,5.2,1.8,21.1
hcGAS inh,-6.8,-8.7,-9.5,-7.2,-4.5,-10.7,-6.6,-10.0

17	O=C1C2CCCCC2C(=O)N1CCC(=O)n1ccccc1=NC1CCCCC1 (configuration not stated)
18	CS(=O)(=O)CCNC(=O)N1CCCC2CCCC21 (configuration not stated)
19	O=C(NCc1cccc(CO)c1)C1CCCCC1C(=O)N1CCCC1 (configuration not stated)
20	O=C(Nc1ccc(O)cc1)c1cccc(S(=O)(=O)N2CCOCC2)c1
21	O=c1cc[nH]c2cc(Cl)c(Br)cc12
22	CC(C)(C)N=Cc1nc(-c2ccccc2)oc1O
23	COc1c(N)cc(C(C)(C)C)cc1C(C)(C)C
24	COc1ccc(CC(=O)NC2CCSc3ccc(Cl)cc32)cc1OC (configuration not stated)

Screen / compound no.,17,18,19,20,21,22,23,24
mcGAS lum,/,/,/,0.2,/,-4.3,/,/
NPYLR7 agonist,1.2,2.4,-5.1,5.4,5.5,0.7,-8.6,-1.7
hcGAS inh,-9.5,-0.4,3.0,1.5,-4.0,-4.9,1.5,8.3

25	O=C(C1CCCO1)N1CCN(c2nc(N3CCCC3)nc(-n3ccnc3)n2)CC1 (configuration not stated)
26	Cc1cc(C)n(-c2cc(N3CCN(C(=O)/C=C/c4ccccc4)CC3)ncn2)n1
27	O=C(NCC1(Cn2cccn2)CC1)c1n[nH]c(=O)c2ccccc12
28	O=C(CCc1ccc2c(c1)OCO2)NCc1ccc(-n2cncn2)nc1
29	O=C(Nc1c[nH]c2ccccc12)NC1CCCC1
30	N#CCSc1nc2ccc(Br)cc2c2nc3ccccc3n12
31	Cc1ccn2c(=O)cc(CSc3nnnn3C3CC3)nc2c1
32	c1ccc2c(c1)OCC(c1nn3c(CN4CCOCC4)nnc3s1)O2 (configuration not stated)

Screen / compound no.,25,26,27,28,29,30,31,32
mcGAS lum,-10.1,-5.5,/,/,-2.1,/,/,/
NPYLR7 agonist,-17.6,-8.2,5.0,1.8,-3.1,19.0,7.6,-4.4
hcGAS inh,-6.1,-0.7,-7.1,-4.6,0.9,-9.4,-5.3,-6.8

# Screen by screen, as entered above.
# hcGAS inh, entries 29–32 → 0.9, -9.4, -5.3, -6.8

# (continued)
33	Cc1cc(C)n(CCc2c(-c3ccccc3)ncn2C[C@H]2CCCN2)n1
34	CCOC(=O)c1c(N=CN(C)C)sc(C)c1C
35	O=S1(=O)CC2SC(=S)N(c3cccc(Br)c3)C2C1 (configuration not stated)
36	CC(C)c1cc(N(C)Cc2nc(N)nc(N(C)C)n2)n[nH]1
37	Cc1cc2nn(CN3CCCC(C)C3)c(=S)n2c2ccccc12 (configuration not stated)
38	Cc1ccc(C(=O)Oc2cc(C)[nH]c(=O)c2[N+](=O)[O-])cc1
39	CCOCCCNC(=O)c1cc(NC(=O)c2ccc(Br)cc2)ccc1N1CCN(c2ccccc2OC)CC1
40	COc1ccc(CCN(C)c2cc(Cl)nc(SCc3cccc(C(=O)NCc4ccc(F)cc4)c3)n2)cc1OC

Screen / compound no.,33,34,35,36,37,38,39,40
mcGAS lum,-9.3,/,/,/,-11.9,-5.5,-5.6,0.5
NPYLR7 agonist,18.2,-15.2,1.6,-3.5,-5.6,11.7,11.1,-8.1
hcGAS inh,-6.1,-4.8,-5.8,0.8,-0.4,-4.2,-4.9,-0.4

41	COc1cccc(C(CN2CCN(C(=O)c3ccco3)CC2)OCc2cccc(Cl)c2)c1 (configuration not stated)
42	O=C(C1CCCN(C2CCN(S(=O)(=O)c3cccs3)CC2)C1)N1CCCC1 (configuration not stated)
43	O=C(NCCN1CCCOC1=O)C1CCN(Cc2ccco2)CC1
44	COc1ccc(OC)c2c(=S)c3ccccc3[nH]c12
45	CC(Nc1ccc2oc(C(C)C)nc2c1)C(=O)N(C)C1CCS(=O)(=O)C1 (configuration not stated)
46	CNC(=O)CSCc1ccc(OC)cc1Cl
47	CSc1ccccc1NC(=O)Cc1cc(-c2cc3ccccc3o2)on1
48	CC(C)=C1C2CCC1C1C(=O)N(NC(=O)COc3ccc(Cl)c(C)c3)C(=O)C21 (configuration not stated)

Screen / compound no.,41,42,43,44,45,46,47,48
mcGAS lum,-5.8,/,/,/,-14.2,/,-8.0,/
NPYLR7 agonist,7.2,3.2,-3.8,-14.1,7.7,1.8,7.5,-2.4
hcGAS inh,-7.9,-6.1,-10.2,4.6,-5.7,-4.7,-3.1,2.5

49	COc1cccc(C(C)Sc2nnnn2CCN(C)C)c1 (configuration not stated)
50	Cc1oc(-c2ccc3ccccc3c2)nc1CN1CCN(S(N)(=O)=O)CC1
51	CCOC(=O)Nc1sc(N)nc1-c1ccc(Cl)cc1
52	CCN(C)C(C)(C)CNc1cc(C(C)C)ncn1
53	Cc1ccc(C(=O)Nc2cccc(C(=O)NCC(F)(F)F)c2)c(C)c1
54	COc1cccc(Cc2nsc(Oc3cc(C(=O)N4CCN(Cc5ccc6c(c5)OCO6)CC4)ccc3C)n2)c1
55	CCOC(=O)C1(Cc2cccc(C(F)(F)F)c2)CCN(C(=O)c2sccc2C)CC1
56	CCOc1ccc(NC(=O)N2CCN(c3nc(-c4cccc(C)c4)nc(C)c3Cc3ccccc3)CC2)cc1

Screen / compound no.,49,50,51,52,53,54,55,56
mcGAS lum,/,/,/,-0.7,-15.6,-4.5,/,-5.3
NPYLR7 agonist,4.1,10.2,-8.2,/,15.7,22.2,3.3,-1.6
hcGAS inh,-9.2,-3.7,-9.7,1.3,-10.5,-1.7,-8.3,-9.7

57	O=c1[nH]cnc2c1ncn2C1O[C@H](CO)[C@@H](O)[C@H]1O (some centres not stated)
58	C=CCn1c(N)c(C(=O)NCC2CCCO2)sc1=S (configuration not stated)
59	CNS(=O)(=O)c1ccc2c(c1)N(C(=O)/C=C/c1cccnc1)CC2
60	COc1cccc(OC)c1OCCN1CCC(C(=O)NC(c2ccc3c(c2)OCO3)c2ccccn2)CC1 (configuration not stated)
61	CCOC(=O)C1(CC2CCCCO2)CCNCC1 (configuration not stated)
62	CCn1nccc1C(=O)N1CCC2(CC1)C(OC)C(=O)N2CC1CC1 (configuration not stated)
63	CCOC(=O)C1(CCOc2ccccc2)CCN(C(=O)NCc2ccccc2)CC1
64	N#CCc1cccc(C(=O)NCC(O)c2c(Cl)cccc2Cl)c1 (configuration not stated)

Screen / compound no.,57,58,59,60,61,62,63,64
mcGAS lum,-9.7,/,-16.2,-2.6,/,-6.0,-7.9,/
NPYLR7 agonist,-9.3,15.2,-3.7,8.9,6.5,/,5.3,-5.0
hcGAS inh,-4.3,-9.3,-9.0,-5.3,-5.2,-11.7,-2.1,4.0

65	Cc1cc(/C=C2\C(=O)NC(=S)N(c3ccc(Cl)cc3)C2=O)c(C)n1-c1cccc([N+](=O)[O-])c1
66	Cc1nnc(NC(=O)c2c(O)c3ccccc3[nH]c2=O)s1
67	Cc1nc(N)sc1-c1ccc([N+](=O)[O-])o1
68	Cc1ccccc1-n1c(C)nnc1SCc1nc(C(=O)N2CCN(c3cccc(Cl)c3)CC2)cs1
69	Cc1c(C(=O)NCc2cccnc2)c(C(F)(F)F)nn1C1CCCN(C)C1 (configuration not stated)
70	CCOC(=O)C1CCN(C(=O)c2nn(-c3ccc(C)c(C)c3)c(=O)n(Cc3ccccc3C)c2=O)CC1
71	O=[N+]([O-])c1ccc(-c2nc(C=Nc3nccs3)c(O)o2)cc1
72	O=C(c1ccc[nH]c1=O)N1CCC(c2cc(Cc3ccccc3)[nH]n2)CC1

Screen / compound no.,65,66,67,68,69,70,71,72
mcGAS lum,3.1,6.0,/,-0.6,/,-3.4,-6.1,/
NPYLR7 agonist,-6.9,5.5,2.2,-11.0,15.1,10.2,4.9,20.5
hcGAS inh,-2.4,10.0,-9.2,4.4,-9.0,-2.0,-4.8,-9.8

73	Cn1nnc2c(NC3CCCCCC3)ncnc21
74	CC(C)c1ccc(S(=O)(=O)N2CCN(C34CC5CC(CC(C5)C3)C4)CC2)cc1
75	CN1C[C@@H]2CC[C@H](CC1=O)N2Cc1ccc(Sc2nncn2C)o1
76	CCCCn1c(=S)[nH]c2cc(C(=O)OC)ccc2c1=O
77	Cc1nc(-c2ccc(Cl)cc2)nc(N2CCN(C(=O)c3ccc(Cl)c(Cl)c3)CC2)c1C
78	CCOc1ccc(C(=O)c2nc3c(n2O)CCCC3)cc1OCC
79	COc1ccc(CCn2c(-c3ccc(OC)c(F)c3)nc3ccc(Cl)cc3c2=O)cc1
80	CC(C)N1CCC(=NNc2ccnc3cc(Cl)ccc23)CC1

Screen / compound no.,73,74,75,76,77,78,79,80
mcGAS lum,/,-3.2,/,-6.1,-6.6,/,-4.0,-2.6
NPYLR7 agonist,12.4,/,4.7,-2.2,10.6,10.6,7.1,5.1
hcGAS inh,-5.1,-4.8,-6.3,-4.6,-5.3,-10.3,-0.8,-4.1

81	Cc1ccsc1CN(C)C(=O)c1ccc(Cn2ccnc2)o1
82	CCOc1ccc(CN2CCCN(C)C3(CCN(C)CC3)C2)cc1CO
83	CCN(CC)Cc1cc2ccccc2c2c1COC2
84	O=C(c1ccc(C(F)(F)F)c(F)c1)N1CCc2c([nH]c3ccccc23)C1c1ccc(C(F)(F)F)cc1 (configuration not stated)
85	CCCOc1ccccc1NS(=O)(=O)c1ccccc1
86	CC(C)CCOC(=O)C1(C(=O)OCCC(C)C)CC2(COC(c3ccccc3)OC2)C1

Screen / compound no.,81,82,83,84,85,86
mcGAS lum,/,-7.0,/,-3.6,-4.6,/
NPYLR7 agonist,-8.1,/,1.3,-7.1,2.2,-1.1
hcGAS inh,-6.7,-12.6,-11.4,-5.0,-7.8,-2.7
